Source: PubChem BioAssay (Southern Research Specialized Biocontainment Screening Center)
tuberculosis growth: growth inhibition of non-replicating M. tuberculosis (AID 488890). inhibition, % at 25 µM; hits with a dose series show IC50 in µM. actives 0.39% (n = 320,000). Mycobacterium tuberculosis non-replicating, growth inhibition; higher % means a stronger effect; in the data active means a potency from the dose series; inconclusive means inhibition mostly from about 82% at the one dose, without a potency; inactive means the rest, 99 in 100 with inhibition below about 76%;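 further: plate controls were DMSO cells for no effect and high antibiotic wells for full effect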
PhoP GFP inhibition: PhoP regulon inhibitors, Salmonella typhi PhoP promoter GFP reporter, confirmatory (AID 1850) | Salmonella Typhi PhoP-promoter GFP reporter, fluorescence, 4 h; higher % means a stronger effect | inhibition, % at 50 µM; hits with a dose series show IC50 in µM | actives 0.33% (n = 310,000); in the data active means a potency from the dose series; inconclusive means inhibition mostly from about 25% at the one dose, without a potency; inactive means the rest, 99 in 100 with inhibition below about 19%;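 further: 0% = induced wells with vehicle and 100% = uninduced wells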
M. tuberculosis HTS: M. tuberculosis growth inhibition, HTS (AID 449762). M. tuberculosis H37Rv growth inhibition, 7H9 media; higher % means a stronger effect. one-dose inhibition, % at 25 µM; IC50 in µM for titrated hits. actives 0.59% (n = 330,000); in the data active means a potency from the dose series; inconclusive means inhibition above about 70% without an active follow-up result;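 further: bacterial growth assessed after seven days of incubation; strong numbers were not always called active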
VEEV TC-83 Vero: inhibitors of VEEV TC-83 cytopathic effect, confirmation, Vero cells (AID 588727) | Vero cells, VEEV TC-83 cytopathic effect inhibition; higher % means a stronger effect | inhibition, % at 20 µM, or IC50 in µM where a hit was titrated | actives 0.13% (n = 350,000); in the data active means a potency from the dose series; inconclusive means inhibition mostly from about 14% at the one dose, without a potency; inactive means the rest, 99 in 100 with inhibition below about 12%; further: strong numbers were not always called active
influenza NS1A: H1N1 influenza NS1A inhibitors, functional cell based assay (AID 504329) | NS1A functional cell-based assay, percent inhibition; higher % means a stronger effect | inhibition, % at 12.5 µM; hits with a dose series show IC50 in µM | actives 0.3% (n = 340,000); in the data active means a potency from the dose series; inconclusive means inhibition above about 27% without an active follow-up result; further: strong numbers were not always called active
VEEV TC-83 Vero 10K pilot screen: also measured in VEEV TC-83 Vero; calls as there; inhibition, %; measured here: 10K pilot screen inhibition
Active calls of the source: *; i = inactive; ? = inconclusive; · = not tested or not shown.

The first two entries, ahead of the listing:
SMILES	tuberculosis growth	PhoP GFP inhibition	M. tuberculosis HTS	VEEV TC-83 Vero	influenza NS1A	others
O=C(NN1CCOCC1)c1cc(-c2ccc(Br)cc2)nc2ccccc12	1.1%	1.4%	0.4%	0.7%	-1.9%
COCC1=C(C(=O)OC)C(c2ccco2)n2ncnc2N1 (stereo unspecified)	-23.9%	-3.3%	1.0%	i	·

The whole of this part, from the first entry:
SMILES	tuberculosis growth	PhoP GFP inhibition	M. tuberculosis HTS	VEEV TC-83 Vero	influenza NS1A	others
O=C(NN1CCOCC1)c1cc(-c2ccc(Br)cc2)nc2ccccc12	1.1%	1.4%	0.4%	0.7%	-1.9%
COCC1=C(C(=O)OC)C(c2ccco2)n2ncnc2N1 (stereo unspecified)	-23.9%	-3.3%	1.0%	i	·
CC(OC(=O)c1cccs1)C(=O)NCCc1ccccc1 (stereo unspecified)	13.8%	2.3%	0.4%	i	-10.4%
CC1CCN(C(=O)CCc2nc3cc(S(=O)(=O)N(C)C)ccc3n2C)CC1	8.1%	-14.3%	3.5%	2.5%	-7.2%
COCCNC(=O)CN(C)S(=O)(=O)c1ccc(Br)cc1	-12.0%	-0.4%	-6.8%	0.1%	-5.0%
CCn1cc(C(=O)NC(=S)Nc2sc3c(c2C(=O)OC)CCCCCC3)cn1	-13.8%	-2.8%	-2.2%	i	-1.4%
CCOC(=O)CCc1c(C)c2ccc3c(c2oc1=O)CN(CCCO)CO3	-3.8%	-5.6%	0.1%	i	-1.9%
O=C(NCc1ccncc1)C(=O)Nc1nc(C23CC4CC(CC(C4)C2)C3)cs1	67.8%	-7.3%	?	?	-1.2%
Cc1c(NC(=O)CSc2ncn[nH]2)c(=O)n(-c2ccccc2)n1C	5.7%	8.0%	-1.1%	0.4%	14.0%
Cc1c(C(c2ccc(Cl)cc2Cl)c2c(O)c3ccccc3oc2=O)c(=O)n(-c2ccccc2)n1C (stereo unspecified)	17.6%	-20.2%	-3.0%	0.1%	10.3%
O=C(Nc1ccccc1)Nc1nnc(Cc2ccc(F)cc2)s1	25.2%	-6.2%	9.3%	1.1%	-0.6%
CSc1cccc(CN2CCC(CO)(Cc3cccc(C(F)(F)F)c3)CC2)c1	56.9%	12.8%	-0.9%	1.7%	7.2%
CN1CCN(C(=O)c2cnn3c(C(F)(F)F)cc(-c4ccc5c(c4)OCO5)nc23)CC1	-3.4%	7.1%	-3.4%	0.1%	-4.5%
Cc1ccc(OCC(=O)OCC(=O)Nc2sccc2C(N)=O)cc1C	-7.1%	4.4%	-7.0%	0.4%	1.2%
O=C(CN1C(=O)COCC1=O)N1CCOCC1	-10.6%	3.2%	-6.2%	1.4%	3.6%
Cc1nc(NC(=S)NC(=O)c2cccs2)sc1C(=O)N(C)C	5.6%	4.0%	3.5%	3.6%	2.1%
CC(=O)Nc1ccc(NC(=O)COc2ccc([N+](=O)[O-])cc2)cc1	2.5%	2.7%	-3.4%	0.3%	-3.0%
COc1ccc(CNC(=O)CCc2nnc3ccc(NCCCN4CCCC4=O)nn23)cc1	3.7%	-14.0%	0.8%	i	-8.3%
O=C(c1cc2ccccc2o1)N1CCOCC1	23.4%	-7.8%	-2.1%	1.2%	5.1%
CCc1ccc(N2CC(C(=O)N3CCCCCC3)CC2=O)cc1 (stereo unspecified)	-3.6%	2.9%	-2.4%	0.2%	1.1%
COc1cccc([C@@H]2CC=C(C(=O)O)[C@H](c3cccc(Cl)c3)N2S(=O)(=O)c2ccc(C)cc2)c1	6.3%	-6.5%	-0.9%	0.3%	6.1%
Cc1c(NC(=O)Nc2ccc(C(C)(C)C)cc2)c(=O)n(-c2ccccc2)n1C	-6.9%	-0.2%	1.5%	3.4%	-7.2%
COc1cc(OC)c(OC)cc1CNC(=O)c1ccc(COc2ccccc2)cc1	13.0%	11.8%	39.6%	4.1%	1.3%
Cc1ccc(CCN2CC(C(=O)NCCCN3CCN(C)CC3)CC2=O)cc1 (stereo unspecified)	-10.8%	·	-7.1%	1.1%	-2.6%
COc1ccc(-c2cc(-c3ccccc3)nc(Cl)n2)cc1OC	55.3%	-7.1%	?	2.8%	1.8%
Cc1cc(NC(=O)CN2C(=O)NC(C)(c3ccccc3Cl)C2=O)no1 (stereo unspecified)	-4.6%	·	-6.4%	2.2%	-5.9%
Cc1nc2nc(CSc3nc4ccccc4s3)cc(=O)n2[nH]1	45.2%	-13.2%	3.8%	1.6%	7.2%
CC(=O)c1cccc(NC(=O)COc2nsnc2N2CCOCC2)c1	2.5%	5.5%	-6.0%	6.0%	2.1%	VEEV TC-83 Vero 10K pilot screen=2.0
Cc1ccc(SCCC(=O)N(C)CC(=O)Nc2c(C)cccc2C)cc1	-7.0%	-16.0%	-4.1%	1.8%	-3.9%
Cc1ccc(/C=C2/C(=O)ON=C2c2ccccc2)o1	10.2%	-1.9%	4.7%	0.2%	12.9%
CCOC(=O)c1c(NC(=O)CN2CCOCC2)sc2c1CC(C)(C)OC2	16.0%	-4.1%	6.7%	5.4%	1.7%
NC(=O)[C@@H]1CCOc2c(F)cc([N+](=O)[O-])cc2C(=O)N[C@@H](CO)C(=O)NCC(=O)N1	-14.8%	1.4%	6.0%	0.3%	-4.3%	VEEV TC-83 Vero 10K pilot screen=0.0
CCCCc1nc2ccccc2n1CC(=O)NN	-17.6%	-5.3%	1.7%	0.6%	-6.6%
CN1CCN(C(=O)O[C@H]2c3nccnc3C(=O)N2c2ccc(Cl)cn2)CC1	-9.4%	0.9%	-4.8%	0.3%	19.1%
CCn1cc(CN2N=C(C)CC2c2ccccc2)c(C)n1 (stereo unspecified)	-10.7%	0.8%	0.1%	0.4%	-6.9%
COc1cccc2cc(-c3nnc(SCC(=O)NCCc4ccccc4)n3C)oc12	-3.7%	-1.9%	4.2%	0.8%	12.2%
CC(C)C(=O)N1CCN(CCN2C(=O)c3cccc4cccc(c34)C2=O)CC1	·	·	·	0.2%	-4.0%
O=C(NCCOC(=O)c1ccccc1C(=O)OCCNC(=O)c1cccnc1)c1cccnc1	0.8%	-10.5%	3.6%	1.0%	0.4%
COc1ccc(Cl)cc1C(=O)Nn1c(-c2cccs2)nc2ccccc2c1=O	-0.1%	-2.0%	0.8%	5.0%	3.1%
COC(=O)C(Cc1c[nH]c2ccccc12)NC(=O)C(C)C (stereo unspecified)	-9.2%	-6.0%	-4.3%	i	0.1%
O=C(O)c1cccnc1Sc1ncnc2sc3c(c12)CCC3	-6.2%	-7.9%	0.9%	2.5%	0.8%
Cc1cccc(C(=O)Oc2cccc3c(O)cccc23)c1	21.1%	-0.8%	-2.3%	1.0%	-2.8%
COc1ccc(CCNC(=O)C(CCC(N)=O)NS(=O)(=O)c2ccc(Cl)cc2)cc1OC (stereo unspecified)	8.5%	-4.3%	-0.4%	i	4.0%
Cc1cccc(OC(C)C(=O)OCC(=O)Nc2sccc2C(N)=O)c1 (stereo unspecified)	2.6%	·	-2.7%	2.7%	-4.5%
CCOC(=O)c1cccc(NC(=O)CCS(=O)(=O)c2cccs2)c1	31.9%	5.9%	54.5%	5.2%	-4.3%

Sorted by count of non-hydrogen atoms (largest number first): part of the list above.
SMILES	tuberculosis growth	PhoP GFP inhibition	M. tuberculosis HTS	VEEV TC-83 Vero	influenza NS1A	others
O=C(NCCOC(=O)c1ccccc1C(=O)OCCNC(=O)c1cccnc1)c1cccnc1	0.8%	-10.5%	3.6%	1.0%	0.4%
COc1ccc(CNC(=O)CCc2nnc3ccc(NCCCN4CCCC4=O)nn23)cc1	3.7%	-14.0%	0.8%	i	-8.3%
CN1CCN(C(=O)c2cnn3c(C(F)(F)F)cc(-c4ccc5c(c4)OCO5)nc23)CC1	-3.4%	7.1%	-3.4%	0.1%	-4.5%
NC(=O)[C@@H]1CCOc2c(F)cc([N+](=O)[O-])cc2C(=O)N[C@@H](CO)C(=O)NCC(=O)N1	-14.8%	1.4%	6.0%	0.3%	-4.3%	VEEV TC-83 Vero 10K pilot screen=0.0
Cc1c(NC(=O)Nc2ccc(C(C)(C)C)cc2)c(=O)n(-c2ccccc2)n1C	-6.9%	-0.2%	1.5%	3.4%	-7.2%
CN1CCN(C(=O)O[C@H]2c3nccnc3C(=O)N2c2ccc(Cl)cn2)CC1	-9.4%	0.9%	-4.8%	0.3%	19.1%
O=C(NN1CCOCC1)c1cc(-c2ccc(Br)cc2)nc2ccccc12	1.1%	1.4%	0.4%	0.7%	-1.9%
Cc1c(NC(=O)CSc2ncn[nH]2)c(=O)n(-c2ccccc2)n1C	5.7%	8.0%	-1.1%	0.4%	14.0%
COc1ccc(-c2cc(-c3ccccc3)nc(Cl)n2)cc1OC	55.3%	-7.1%	?	2.8%	1.8%
Cc1nc(NC(=S)NC(=O)c2cccs2)sc1C(=O)N(C)C	5.6%	4.0%	3.5%	3.6%	2.1%
Cc1cccc(C(=O)Oc2cccc3c(O)cccc23)c1	21.1%	-0.8%	-2.3%	1.0%	-2.8%
COCCNC(=O)CN(C)S(=O)(=O)c1ccc(Br)cc1	-12.0%	-0.4%	-6.8%	0.1%	-5.0%
Cc1ccc(/C=C2/C(=O)ON=C2c2ccccc2)o1	10.2%	-1.9%	4.7%	0.2%	12.9%
O=C(c1cc2ccccc2o1)N1CCOCC1	23.4%	-7.8%	-2.1%	1.2%	5.1%

(listing goes on)
SMILES	tuberculosis growth	PhoP GFP inhibition	M. tuberculosis HTS	VEEV TC-83 Vero	influenza NS1A	others
COCc1[nH][nH]c(=O)c1C=Nc1ccc(Oc2ccccc2)cc1	·	2.5%	0.7%	i	-1.0%	VEEV TC-83 Vero 10K pilot screen=0.4
C=CCn1c(SCC(=O)NCCc2ccccc2)nnc1C1CC1	0.9%	7.5%	-0.2%	2.5%	-2.3%
COc1ccc(NC(=O)Cn2c(=O)oc3ccccc32)cc1	-9.5%	9.2%	4.0%	3.8%	-44.8%
Cc1nn(-c2ccccc2)c(=O)c2noc(C)c12	-5.3%	-3.4%	-1.7%	i	0.9%
CC1CCC(C(C)C)C(OC(=O)C[n+]2cccc(C(N)=O)c2)C1 (stereo unspecified)	-1.9%	10.1%	-20.2%	0.1%	1.2%
CC(=O)N1[C@H](C)C=C[C@]1(Cc1ccccc1)C(=O)NCCc1c[nH]c2ccccc12	24.5%	0.5%	4.5%	2.1%	-2.6%
O=C(Nc1cccc(Cl)c1)N1CCN2C(=O)c3ccccc3C12c1ccccc1 (stereo unspecified)	47.1%	-1.0%	16.7%	6.8%	-18.4%
COc1ccc(/C=C(/C#N)C(=O)Nc2cccc([N+](=O)[O-])c2)cc1C(=O)O	-7.4%	2.5%	-0.1%	0.9%	3.3%	VEEV TC-83 Vero 10K pilot screen=0.4
COc1ccc(-c2c3c(=O)n(C)c(=O)n(C)c3cn2-c2ccccc2O)cc1	22.6%	12.8%	6.0%	2.1%	12.8%
O=C(OCc1ccc([N+](=O)[O-])cc1)c1cc([N+](=O)[O-])ccc1N1CCOCC1	46.4%	3.8%	11.5%	4.3%	1.1%
COc1ccccc1CC(=O)N1CCN(S(=O)(=O)c2ccccc2F)CC1	8.9%	·	1.1%	4.0%	-13.3%
Cc1nnc2sc(-c3ccccn3)nn12	-1.7%	-6.4%	-4.4%	1.6%	1.8%
CNc1ccc(/C=C2\COc3ccccc3C2=O)cc1[N+](=O)[O-]	-0.9%	1.1%	-0.8%	5.0%	-0.8%
CCOc1ccc(NC(=O)C2CCCN(c3nn4c(=O)cc(C)nc4s3)C2)cc1 (stereo unspecified)	-7.1%	-8.4%	0.1%	2.7%	-6.0%
Cc1c(-n2c(SCC(N)=O)nc3ccccc3c2=O)c(=O)n(-c2ccccc2)n1C	-10.5%	3.8%	-6.5%	0.6%	-7.6%
CCCCCC(=O)Nc1ccc(-c2csc(N)n2)cc1	-1.7%	10.9%	4.0%	2.6%	1.9%
CC(C)(C)C1CCC(OCC(O)CN2CCN(c3ccccc3)CC2)CC1 (stereo unspecified)	11.1%	-1.8%	11.6%	0.0%	6.1%
C/C(=N\NC(=O)c1ccc(C(=O)N/N=C(\C)c2ccco2)o1)c1ccco1	·	6.9%	3.4%	0.9%	4.5%
Cc1cc(=O)[nH]c(N/N=C2/CCCC/C2=C\c2ccccc2)n1	?	5.6%	?	1.4%	6.1%
CCCCc1ccc(NC(=O)N[C@@H](C)C(=O)O)cc1	3.8%	0.3%	30.5%	i	-4.7%
CN1CCN(C(=O)c2cc3ccccc3[nH]2)CC1	-6.8%	6.1%	-1.3%	0.3%	-3.8%
O=c1cc(CN2CCN(Cc3ccc(F)cc3)C(CCO)C2)[nH]c2ccccc12 (stereo unspecified)	-17.8%	-2.9%	-1.7%	0.9%	-3.0%
Cn1cccc1C1CCCN1CC(=O)Nc1ccc(C(N)=O)cc1 (stereo unspecified)	-6.4%	·	-6.4%	2.7%	-13.3%
